Screening data from PubChem BioAssay.
HCV core dimer: inhibitors of HCV core protein dimerization, primary screen, biochemical, TR-FRET, high-throughput; inhibition, % at 5 µM; 0.33% of 300,000 active; AID 1899, 2009; TR-FRET GST/Flag-core106 dimerization, 1536-well;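 active = inhibition above the mean of all tested compounds plus 3 SD, set per screening campaign, cut at about 45% in these data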
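Assay system: GST-tagged and Flag-tagged HCV core protein residues 1-106 / Times: compound-protein-antibody incubation 4 h at 22.5 °C / Signal: time-resolved FRET, ex 340 nm, em 617 and 671 nm / Evaluation: % inhibition based on acceptor/donor emission ratio / Benchmarks: wells lacking GST-core106 and wells with excess unlabelled core106 / Repeats: singlicate, one well per compound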
TPT1 inh: Candida albicans TPT1 enzyme inhibitors, primary screen, biochemical, fluorescence polarization; inhibition, % at 5 µM; recombinant caTPT1, FP RNA substrate dephosphorylation; AID 1962, 2009; 0.81% of 300,000 active;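 active = inhibition above the mean of all tested compounds plus 3 SD, set per screening campaign, cut at about 24% in these data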;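 also: plate controls were DMSO alone for no effect and ferristatin control at 100 nM for full effect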
PP5 inh: PP5 phosphatase inhibitors, primary screen, biochemical, fluorescence. Serine/threonine-protein phosphatase 5 (Homo sapiens), P53041. purified PP5c, OMFP substrate fluorescence. inhibition, % at 6.7 µM. 0.18% of 320,000 active. AID 1987, 2009;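 active = inhibition above the campaign's mean inhibition across all tested compounds plus 3 SD, cut at about 9.5% in these data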;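 also: 0% = DMSO only and 100% = 100 µM cantharidin control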
Efflux pump inh: inhibitors of Candida efflux pumps in yeast, primary screen, S. cerevisiae, Nile Red, multiplex. S. cerevisiae Candida pump triplex. inhibition, % at 10 µM. 0.44% of 330,000 active;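 active = plate passing quality check with inhibition over a set limit, or well fluorescence over plate mean plus 4 SD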;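 also: Nile Red retained in pooled yeast measured as flow cytometry median fluorescence; 0% = buffer negative control and 100% = Enniatin B positive control; higher means more Nile Red kept so more efflux inhibition; some compounds called inactive have numbers as strong as hits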
JMJD2C inh: inhibitors of GASC-1 histone demethylase, primary screen, biochemical, fluorescence, DELFIA europium; GST-JMJD2C(1-420) H3K9me3 demethylation; inhibition, % at 2.35 µM; 0.069% of 330,000 active; AID 2099, 2009;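 active = more than half of a compound's replicate wells show inhibition beyond 50%, single wells judged on their own value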;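 also: signal counts dimethyl H3K9 product captured on neutravidin plate; 0% = median of DMSO wells and 100% = 0.3 times that DMSO median; strong numbers were not always called active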
LYPLA2 inh: LYPLA2 inhibitors, primary screen, counter-screen for PME1 inhibitor project, biochemical, fluorescence polarization, FP-Rh probe ABPP; Acyl-protein thioesterase 2 (Homo sapiens), O95372; recombinant LYPLA2; inhibition, % at 5.9 µM; 0.38% of 320,000 active; AID 2177, 2009;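 active = inhibition above the screen-wide mean plus 3 SD, limit set per campaign, cut at about 26% in these data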;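 also: 0% = LYPLA2 with DMSO and 100% = wells lacking LYPLA2 enzyme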
PREPL inh: PREPL enzyme inhibitors, primary screen, biochemical, fluorescence polarization | AID 2751, 2010 | 0.68% of 320,000 active | inhibition, % at 5.96 µM | Prolyl endopeptidase-like (Homo sapiens), Q4J6C6 | recombinant PREPL, fluorescence polarization activity-based probe; in the data active = inhibition above about 43%;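 also: 0% = enzyme with DMSO and 100% = wells lacking enzyme; many of its hits are not listed in these tables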
Target sequence (Q4J6C6 whole entry, looked up): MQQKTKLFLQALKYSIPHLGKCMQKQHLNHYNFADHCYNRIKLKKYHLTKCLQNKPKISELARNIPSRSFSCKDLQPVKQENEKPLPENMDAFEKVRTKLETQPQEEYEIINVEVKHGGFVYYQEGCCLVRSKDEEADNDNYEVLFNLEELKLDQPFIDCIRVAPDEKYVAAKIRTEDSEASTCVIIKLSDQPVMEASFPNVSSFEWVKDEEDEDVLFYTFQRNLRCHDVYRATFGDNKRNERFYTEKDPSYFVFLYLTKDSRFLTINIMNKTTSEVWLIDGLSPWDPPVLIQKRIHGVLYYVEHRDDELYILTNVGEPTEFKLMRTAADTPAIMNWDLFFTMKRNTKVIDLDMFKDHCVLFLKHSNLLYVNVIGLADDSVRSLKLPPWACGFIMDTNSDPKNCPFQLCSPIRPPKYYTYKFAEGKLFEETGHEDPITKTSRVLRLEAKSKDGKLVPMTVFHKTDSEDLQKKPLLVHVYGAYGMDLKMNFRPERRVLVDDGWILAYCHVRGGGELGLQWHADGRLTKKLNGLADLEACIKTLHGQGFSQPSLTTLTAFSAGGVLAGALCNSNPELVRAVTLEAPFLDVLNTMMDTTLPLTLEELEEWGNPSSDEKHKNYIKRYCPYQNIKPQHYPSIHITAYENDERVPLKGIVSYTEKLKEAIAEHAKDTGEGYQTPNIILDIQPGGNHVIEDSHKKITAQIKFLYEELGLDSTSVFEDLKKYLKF
Fh CTSL1 inh: Fasciola hepatica cathepsin L1 inhibitors, primary screen, counter-screen for PFM18AAP inhibitor project, biochemical, QFRET, fluorogenic peptide substrate; recombinant F. hepatica cathepsin L1, Z-Leu-Arg-MCA fluorescence; inhibition, % at 5.96 µM; 0.49% of 300,000 active;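 active = inhibition above the mean of all tested compounds plus 3 SD, set per screening campaign, cut at about 17% in these data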;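 also: 0% = plate median of test compound wells and 100% = 1 µM Z-Phe-Ala-diazomethylketone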
PP1 inh: PP1-alpha phosphatase inhibitors, primary screen, counter-screen for PP5 inhibitor project, biochemical, fluorescence, OMFP substrate, single point; purified PP1alpha; Serine/threonine-protein phosphatase PP1-alpha catalytic subunit (Homo sapiens), P62136; 0.9% of 320,000 active; inhibition, % at 6.7 µM;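 active = inhibition above the mean inhibition of all tested compounds plus 3 SD, computed separately for each screening campaign, cut at about 15% in these data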
Target sequence (P62136 whole entry, looked up): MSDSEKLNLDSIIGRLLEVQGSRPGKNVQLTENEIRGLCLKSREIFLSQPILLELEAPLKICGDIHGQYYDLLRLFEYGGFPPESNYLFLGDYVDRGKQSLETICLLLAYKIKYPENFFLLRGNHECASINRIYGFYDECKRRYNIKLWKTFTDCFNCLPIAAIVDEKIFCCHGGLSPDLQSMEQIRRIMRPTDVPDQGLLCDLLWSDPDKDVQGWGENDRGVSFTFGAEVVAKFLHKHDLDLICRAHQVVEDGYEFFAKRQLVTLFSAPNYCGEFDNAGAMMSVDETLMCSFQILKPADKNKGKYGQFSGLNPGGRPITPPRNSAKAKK
* = called active by the depositor; · = no result given. Some of the compounds tested. The share of hits here may be higher or lower than overall.

SMILES	HCV core dimer	TPT1 inh	PP5 inh	Efflux pump inh	JMJD2C inh	LYPLA2 inh	PREPL inh	Fh CTSL1 inh	PP1 inh
N#Cc1ccc(OCC(=O)N(C2CCCCC2)C2CCS(=O)(=O)C2)cc1 (stereo not given)	·	·	-1.5	-0.1	-5	2	3	·	-1
CCCc1nnc(NC(=O)c2cc3ccccc3o2)s1	10	-1	-0.6	-0.1	17	1	-7	-2	-3
Cc1ccc(C(=O)/C=C/C(=O)c2ccc(C)cc2)cc1	2	2	1.2	-0.1	-3	4	-12	-4	2
Cc1cc2oc(=O)cc(CN3CCOCC3)c2cc1O	3	1	-0.7	0.2	0	-1	0	7	1
CCc1ccc(NC(=O)N[C@H](C(=O)O)C(C)CC)cc1 (stereo not given in full)	2	0	1.3	-0.1	-9	-4	21	2	6
CC(=O)c1cnc(SCCN2C(=O)c3ccccc3C2=O)nc1C	-4	-4	2.7	-0.1	9	5	-2	-2	2
COc1ccc(NC(=O)N2CCN(c3nc4ccccc4n3C(C)C)CC2)cc1	3	1	0.5	0.0	-10	-1	0	8	-1
COc1cc(NC(=O)CN2C(=O)c3ccccc3C2=O)c(C(=O)O)cc1OC	0	1	-2.6	-0.1	8	-6	-6	0	4
COc1ccc(N2CC(C(=O)N[C@@H](C)C(=O)NC3CCCC3)CC2=O)cc1 (stereo not given in full)	-6	-5	-1.1	0.0	0	-12	6	1	-7
COc1ccc([N+](=O)[O-])cc1N(CC(O)CN1CCCCC1)S(=O)(=O)c1ccccc1 (stereo not given)	2	2	-0.5	-0.1	1	-7	-3	-1	-3
C=CCn1c(CSc2nnc(-c3ccccc3)n2C)n[nH]c1=S	-6	-2	0.9	-0.1	26	8	23	28*	2
Cc1sc(NC(=O)c2ccco2)c(CN2CCN(c3ccc(F)cc3)CC2)c1C	-1	-2	0.2	-0.2	6	0	-9	-2	-1
COc1ccc(/C(N)=N/OC(=O)C2CCCCC2)cc1OC	2	1	3.5	0.0	1	-2	1	-1	-2
C/C(CC(=O)NC1CCCCC1)=N\NC(=O)c1ccc(Br)cc1	-9	-1	-0.7	0.1	5	-1	8	-4	-2
Cc1ccc(C(=O)NCc2ccccn2)cc1S(=O)(=O)N1CCCCC1	-8	-2	2.6	-0.1	2	6	9	-3	-1
Cc1cc(C)c(C#N)c(SCC(=O)Nc2ccc3c(c2)OCO3)n1	-5	-4	1.8	0.2	-1	0	-3	-1	-5
CCCN(CC(=O)Nc1cc(Cl)ccc1Cl)C(=O)c1ccc(N2CCCC2=O)cc1	·	·	0.7	-0.3	0	4	2	·	-1
CCN(CC)S(=O)(=O)c1cccc(C(=O)NC(C(=O)Nc2nnc(C)s2)C(C)C)c1 (stereo not given)	2	1	2.1	0.0	4	-6	-9	-2	-3
CCc1cccc(CC)c1NC(=S)Nc1cccc(Cl)c1Cl	2	-1	3.2	0.1	-6	4	13	-2	0
COc1ccc(C)cc1-n1nc2ccccc2n1	-8	-5	-0.9	-0.1	-5	13	15	-7	2
COc1ccccc1NC(=O)c1ccc(NC(=O)CSc2ncccn2)cc1	1	2	-0.3	0.1	-2	3	-5	-2	-4
CCO[C@@H]1OC(C(=O)Nc2ccccc2)=C[C@H](c2ccc(Br)cc2)[C@H]1CCCO	9	-3	3.8	0.8*	3	-7	2	7	2
COc1ccc(C(=O)CC2OC(=O)c3ccccc32)cc1OC (stereo not given)	5	-5	-0.9	0.1	3	12	-2	-2	1
COc1ccc(Nc2nc(C)cc(=O)[nH]2)c(OC)c1	-4	2	3.5	0.0	6	-1	0	0	-4
Cc1cccc(-c2nnnn2-c2cccc(C)c2)c1	4	-1	0.5	0.0	-5	-3	10	1	0
O=C(NNC(=O)C12CC3CC(CC(C3)C1)C2)c1ccncc1	-6	3	-0.8	-0.1	-16	-4	-2	5	-4
CN(C)c1ccc(/C=N\Nc2ccccn2)cc1	-44	0	2.3	0.1	1	-2	20	3	3
CN(C)CCCNCC(=O)c1c(-c2ccccc2)n(C)c2ccccc12	-8	3	2.1	0.1	-17	3	-8	-1	6
CC(=O)Nc1ccccc1Oc1ccccc1	3	0	-0.5	0.0	-3	-3	5	0	3
CCOc1ccc(Cl)cc1S(=O)(=O)n1cnc2cc(C)c(C)cc21	-2	-1	9.6	0.1	9	3	13	-1	-3
C#CCSc1nnc(-c2cc3c(C(F)(F)F)nn(C)c3s2)n1C	-9	0	-2.6	0.1	-9	-1	12	-1	2
Cc1ccc(Nc2ncnc3nc[nH]c23)cc1Cl	-5	1	2.2	-0.1	-2	-6	-18	3	-2
CC1CCCCN1CC(=O)Nc1ccc2c(c1)OC(F)(F)O2 (stereo not given)	0	2	1.1	0.7	-9	0	6	0	-7
CCn1nnc(NC(=O)c2cccnc2Cl)n1	-1	2	0.8	0.1	0	-1	3	-1	-3
O=Cc1cn(CCOc2ccccc2)c2ccccc12	-5	-6	0.9	0.0	13	6	-8	5	1
CCCCOC(=O)Nc1ccc(S(=O)(=O)Nc2onc(C)c2C)cc1	-9	-2	-0.1	-0.2	9	-1	13	2	-1
CSc1ccc(C(=O)C2CCCN(Cc3cccn3-c3cccnc3)C2)cc1 (stereo not given)	4	1	1.6	-0.1	7	5	-25	2	2
Cc1cc(Cl)ccc1C(=O)C1CCCN(C(=O)c2ccoc2)C1 (stereo not given)	1	1	1.6	-0.1	-2	2	3	4	0
Cn1cccc1Cc1nnc(SCC(=O)Nc2ccc3c(c2)OCCO3)n1-c1ccc(F)cc1	4	3	0.3	-0.2	-4	-6	2	3	-4
CCN(CC(=O)Nc1ccc(Br)cc1F)CC(=O)NC1CCS(=O)(=O)C1 (stereo not given)	·	·	-0.7	-0.2	15	-1	7	·	-5
O=C1c2ccccc2C(Nc2ccc(F)c(Cl)c2)N1c1ccccn1 (stereo not given)	5	1	7.0	0.2	-4	-8	-12	-3	12
CCOC(=O)C(CCC(=O)O)(CCC(C)C)c1csc(N)n1 (stereo not given)	-3	1	3.4	0.3	-3	4	4	-2	1
Cc1nnc(SCC(=O)Nc2cccc(S(N)(=O)=O)c2)n1-c1ccccc1	4	-1	1.5	-0.4	-12	-1	1	-1	-2
O=C(NCCS(=O)(=O)N1CCCCC1)c1ccc2c(c1)OCO2	0	3	0.8	0.0	-11	-4	-9	3	-1
O=c1c(-c2nc3ccccc3s2)cccn1Cc1ccc(Cl)cc1	-8	-1	4.6	-0.1	7	6	-21	0	-1
O=C(COC(=O)C1CC1)Nc1ccc(Cl)cn1	·	·	2.2	0.0	1	0	7	·	-2
O=C(CCn1c2c(c3ccccc31)CCCC2)NNC(=O)c1ccccc1[N+](=O)[O-]	4	1	-1.6	0.3	1	-1	1	0	-1
CCN(CC(=O)Nc1c(F)cccc1F)C(=O)CCOc1ccc(C)cc1	1	0	1.1	0.0	-7	6	-2	3	-2
O=C(NCc1ccccc1)c1ccccc1-c1nc2ccccc2[nH]1	0	1	-1.4	0.2	0	-3	3	-2	-1
CCNC(=S)N1CCC(C(O)(c2ccccc2)c2ccccc2)CC1	-4	-2	0.2	0.0	17	1	16	-1	-3

Three entries out of the list, arranged by formula weight, falling.
SMILES	HCV core dimer	TPT1 inh	PP5 inh	Efflux pump inh	JMJD2C inh	LYPLA2 inh	PREPL inh	Fh CTSL1 inh	PP1 inh
CCNC(=S)N1CCC(C(O)(c2ccccc2)c2ccccc2)CC1	-4	-2	0.2	0.0	17	1	16	-1	-3
O=C1c2ccccc2C(Nc2ccc(F)c(Cl)c2)N1c1ccccn1 (stereo not given)	5	1	7.0	0.2	-4	-8	-12	-3	12
O=C(NCc1ccccc1)c1ccccc1-c1nc2ccccc2[nH]1	0	1	-1.4	0.2	0	-3	3	-2	-1

Going on with the list.
SMILES	HCV core dimer	TPT1 inh	PP5 inh	Efflux pump inh	JMJD2C inh	LYPLA2 inh	PREPL inh	Fh CTSL1 inh	PP1 inh
COc1ccc(CNc2cc(C)nc3ccc(OC)cc23)cc1	-12	-7	-7.6	-0.1	-1	-9	-14	3	3
CCN(c1ccccc1)P(=O)(Nc1ccccc1)Nc1ccccc1	0	0	-0.1	0.0	0	2	4	-3	-1
CC1C(=O)N2CCCc3cc(NS(C)(=O)=O)cc1c32 (stereo not given)	-4	-1	1.9	0.0	-7	8	3	2	1
O=C(O)c1ccc(N/N=C/c2cc3c(cc2[N+](=O)[O-])OCO3)cc1	-22	2	1.4	0.0	186	4	5	1	-2
COc1ccccc1CC(=O)NCc1csc(-c2cccs2)n1	9	3	-1.5	0.1	-7	1	-7	0	0
COc1ccccc1N1CCN(Cc2nc3ccccc3c(=O)n2CC(C)=O)CC1	1	4	-1.0	-0.2	-3	0	-16	2	2
COc1cc(CCCN[C@H](CN)Cc2ccccc2)cc(OC)c1OC	·	·	1.4	-0.1	3	4	10	·	-2
CCOC(=O)C1=NN(C(=O)c2ccco2)C2(CC2)C1	5	-1	-0.1	0.0	-5	3	5	2	-4
Cc1ccc(NC(=O)C(C)NS(=O)(=O)c2ccc(F)cc2)cc1C (stereo not given)	-5	1	3.3	-0.2	-4	14	10	5	-2
CC1(C)CC(=O)C2=C(C1)N(Cc1ccccc1)C(=O)C2(NC(=O)C(C)(C)C)C(F)(F)F (stereo not given)	3	1	2.3	0.1	1	-3	11	-5	-2
O=C(NN1S(=O)(=O)c2ccccc2S1(=O)=O)c1ccc(Br)cc1	-2	-1	-4.2	-0.1	·	-1	14	-14	1
Cc1cc(C)c(S(=O)(=O)NCc2cn3c(C)csc3n2)cc1C	2	-3	-1.6	0.0	-13	-2	4	1	0
O=C(CC1COc2ccccc2O1)NCc1ccccc1 (stereo not given)	-5	2	1.8	0.0	3	0	7	-4	-2
Cc1c(C(=O)OCC(=O)NCCc2ccc(S(N)(=O)=O)cc2)oc2ccccc12	·	·	3.4	0.0	-2	-5	0	·	-2
COC(=O)CCCC1=CC2=C(c3ccccc3)C(=O)C(C)(OC(=O)C3CCCC3)C(=O)C2=CN1C(CO)CO (stereo not given)	-3	0	0.6	0.1	2	-1	-2	7	-1
Cn1c(SCC(=O)C(C)(C)C)nnc1-c1ccc(F)cc1	3	-4	1.4	-0.4	-4	-3	0	-4	1
C=CCn1c(COc2cccc(C)c2C)nnc1SCC(=O)N1CCN(c2ccccc2)CC1	9	2	3.7	-0.1	-2	0	8	0	7
CN(C)C1=NC[C@H](Cc2ccccc2)N1CC1CCCCCC1	1	-3	-0.2	0.1	9	-2	15	-3	0
CNC(=O)COC(=O)[C@@H](Nc1ccc(S(=O)(=O)N2CCOCC2)cc1[N+](=O)[O-])C(C)C	0	-5	1.8	0.0	-2	-5	0	-2	-3
COCCSc1nnc(NC(=O)COC)s1	-3	2	1.1	0.0	·	2	2	0	1
Cc1ccnc(SCC(=O)Nc2sc3c(c2C#N)CCCC3)n1	2	5	3.4	0.1	20	-4	15	-3	-3
COC(=O)C/C(O)=C(/N=Nc1cccc(C(F)(F)F)c1)C(=O)OC	-2	5	4.3	0.1	-8	5	-6	2	4
